# Screening results from PubChem.
# TGFb SMAD3 inh = blocks TGF-b signaling | HepG2 CAGA-GFP TGF-b/SMAD3 reporter, GFP fluorescence, 18 h; TGF-beta stimulated, 500 pg/mL final | Potency, µM (doses to about 46.1 µM), for inactives: top-dose activity, negative = inhibition, actives largely listed as inhibitors | 1.2% of 410,000 active; note: potency is the fitted concentration of half-maximal effect; % is set by controls: 0 for no effect and ±100 for the full control effect; nearly all actives have a fitted effect of over 65% in size
#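 HEPG2 CAGA-GFP, 1000 cells/well; 2 h settle, 37 C; cpd via pin tool; TGF-b 500 pg/mL final; 18 h, 37 C; GFP imaging ex488/em500-530; %Activity normalised to -TGF-b and +DMSO controls; CRC fit, curve class.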
# Akt phos inh = blocks phosphorylation of Akt; Neuro2A IGF-stimulated pAkt S473 HTRF, 20 min; hits give low values; activity change, % for hits at 50 µM; 0.32% of 360,000 active; AID 651550; in the data active = activity change below about -80%; inconclusive = mostly about -51% to -80%; note: % is set by controls: 0 for no effect and ±100 for the full control effect
#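 Neuro2A cells (4,500/well, DMEM with 0.5% FBS) were treated with compound at a single 50 µM final concentration, stimulated with 6 nM IGF for 20 min at 37 °C, and lysed. Phospho-Akt Ser473 was read by HTRF as 665/615 ratio ×10^4.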
# Nrf2 ARE act = activates Nrf2 signaling | AID 624171 | 0.31% of 410,000 active | Potency, µM (doses to about 46.1 µM), for inactives: at the top dose activation, hits mostly activators | AREc32 ARE-luciferase reporter (MCF7-derived line), luminescence, 24 h; note: potency is the fitted concentration of half-maximal effect; % of control where 0% means no effect; nearly all actives have a fitted effect of over 65% in size
#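 ARE-driven firefly luciferase activity in AREc32 cells measured after a 24 hr compound exposure at 37 deg C, using Steady-Glo reagent and a 30 min room-temperature hold.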
# A549 tox = A549 cytotoxicity, counter-screen for Nrf2 inhibitors. A549 ARE-Fluc cells, CellTiter-Fluor viability, 18-24 h. Potency, µM (series often up to 46 µM), inactives show at the highest dose activity change, negative = cytotoxicity, actives largely listed as inhibitors. 0.16% of 390,000 active; note: potency is the fitted concentration of half-maximal effect; % is set by controls: 0 for no effect and ±100 for the full control effect
#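 Cytotoxicity counterscreen: CellTiter-Fluor fluorescence was measured in A549 ARE_Fluc cells after 18-24 h of compound exposure in a concentration series. The subsequent BugLite luminescent read reports ARE-luciferase activity.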
# Abeta rescue = compounds reversing amyloid beta toxicity in yeast; yeast expressing A-beta42, growth rescue, OD600, 48 h; response scale: 0% DMSO, 100% iron-clioquinol control; Potency, µM (top dose mostly 46.1 µM), for the others: top-dose growth rescue, hits mostly activators; 0.063% of 410,000 active; note: potency is the fitted concentration of half-maximal effect; nearly all actives have a fitted effect of over 55% in size
#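 Growth rescue measured by 600 nm absorbance after 48 h yeast culture at 30 C with compound. Values normalized between DMSO and an equimolar ferric chloride plus clioquinol control.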
# MmCpn inh = inhibitors of Methanococcus maripaludis chaperonin (MmCpn); Potency, µM (doses to about 76.9 µM), for inactives: top-dose activity, negative = inhibition, usual class: inhibitors; 0.031% of 330,000 active; purified Mm-Cpn ATPase, ADP Transcreener TR-FRET; note: potency is the fitted concentration of half-maximal effect; % is set by controls: 0 for no effect and ±100 for the full control effect; nearly all actives have a fitted effect of over 80% in size
#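 Compound-treated chaperonin, 25 nM final, turns over 10 uM ATP at 37°C for 30 min following a 10 min preincubation; ADP generated competes with ADP-d2 for Eu-cryptate antibody, lowering FRET.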
# Nrf2 inh = inhibitors of Nrf2 signaling; A549 ARE-Fluc reporter, luciferase luminescence, 18-24 h; Potency, µM (highest dose often 46 µM), for the others: at the highest dose activity change, negative = inhibition, hits mostly inhibitors; 2.1% of 360,000 active; AID 504444; note: potency is the fitted concentration of half-maximal effect; % is set by controls: 0 for no effect and ±100 for the full control effect; nearly all actives have a fitted effect of over 60% in size
#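 A549 ARE_Fluc cells, 5000/well, 5% FBS OPTI-MEM; compounds in dose-response, 18-24 h at 37 °C/5% CO2; CellTiter-Fluor viability read (Ex 405/Em 525), then BugLite luciferase luminescence = Nrf2 activity.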
# CCT modulator = changes cytosolic chaperonin activity; purified chaperonin ATPase assay, HTRF ADP detection, 30 min; 0.3% of 360,000 active; activity change, % (test concentration not listed), hits read low; AID 651819; in the data active = activity change below about -30%; note: % is set by controls: 0 for no effect and ±100 for the full control effect
#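 First, chaperonin was dispensed at 40 nM or 20 nM final depending on batch activity. Next, compounds were pinned at 76 uM and ATP added at 10 uM. After 30 min at 37 °C, ADP detection reagents ran 30 min at ambient temperature.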
# HepG2 viability = counter-screen for TGF-b inhibitors: cytotoxicity in HepG2 cells. 0.76% of 410,000 active. Potency, µM (series often up to 46.1 µM), for inactives: at the top dose activity change, negative = cytotoxicity, usual class: cytotoxic. AID 588856. HepG2 CAGA-GFP viability, ATP luminescence, 18 h; note: potency is the fitted concentration of half-maximal effect; some results filed as inactive show a strong effect at the top dose
#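 HepG2 CAGA-GFP cells (1000/well, DMEM with 1% FBS) received compound, then TGF-beta at 500 pg/mL final, and were incubated 18 hours at 37 degrees C. Viability was read by CellTiter-Glo luminescence. Media-only wells were set as complete cell-killing and DMSO as no toxicity.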
# * marks the source's active call; other numbers are inactive results; i = inactive; u = inconclusive; x = no result given; & = joins results of further samples; [ ] = dose if it differs, or a comment. Unless noted, calls come from the whole dose curve; as a rule, active = well fitted curve in the direction sought with a large enough effect; inconclusive = small, poorly fitted or top-dose-only effect, or another doubt; inactive = no such curve, though single readings can be large; an effect the other way counts as inactive or inconclusive.
SMILES,TGFb SMAD3 inh,Akt phos inh,Nrf2 ARE act,A549 tox,Abeta rescue,MmCpn inh,Nrf2 inh,CCT modulator,HepG2 viability
CCN(C(=O)c1ccc(=O)[nH]c1)c1c(N)n(Cc2ccccc2)c(=O)[nH]c1=O,1.2%,i,-0.8%,-0.7%,-22.4%,-0.4%,9.1%,-3.2,11.0%
CCOC(=O)c1c(C)[nH]c(CCC(=O)NCc2ccc(OC)cc2OC)c1C,-33.6%,x,3.4%,2.8%,-17.8%,x,x,x,-17.6%
COc1ccccc1/C=C1\SC(=O)N(CCC(=O)N(C)C2CCS(=O)(=O)C2)C1=O (stereo not given),2.6%,i,5.0%,-0.5%,4.0%,-1.9%,0.3%,-7.3,15.8%
CCc1ccc(CC(=S)N2CCOCC2)cc1,0.6%,i,1.1%,7.0%,-9.6%,1.2%,1.7%,1.9,0.2%
CCOC(=O)C1=C(C)NC(=O)NC1c1cn(-c2ccccc2)nc1-c1ccc(OCC)cc1 (stereo not given),1.8%,x,1.1%,-3.5%,7.7%,x,-25.0%,x,-25.9%
CCOc1ccccc1N1CCN(C(=S)Nc2ccc(S(N)(=O)=O)cc2)CC1,u,i,-0.5%[9.22 µM],-2.5%,1.8%,2.7%,u,-2.3,-18.7%
Cn1nnnc1SCc1ccc(CSc2nnnn2C)cc1,-2.5%,i,-0.5%,2.3%,-10.4%,-7.7%,-0.4%,-3.1,-0.6%
CN1CCN(C(=O)N2CCNC2=O)CC1,-4.2%,i,-0.3%,-6.7%,5.9%,-0.8%,-1.7%,-2.1,11.7%
CC1=C(C(=O)Nc2ccccc2C)C2(CCCCC2)C(C(N)=O)C(=S)N1 (stereo not given),-15.6%,i,-0.3%,-4.8%,8.2%,0.4%,13.3%,-2.3,-1.5%
COc1ccccc1CNC(=O)[C@@H](NC(=O)C1CCN(C(=O)[C@@H]2CCCN2C(=O)OC(C)(C)C)CC1)C(C)C,12.0%,i,-0.8%,3.2%,-2.2%,2.9%,8.2%,-0.4,1.2%
C/C(NCC(C)(C)CN(C)C)=C(/C#N)C(=O)NCc1ccccc1,4.2%,i,0.2%,-0.7%,17.7%,1.0%,-0.7%,-1.8,8.1%
CCc1ccc(S(=O)(=O)Nc2cccc(-c3ccc4nncn4n3)c2)s1,3.3%,i,3.1%,1.5%,-3.2%,-1.7%,u,-4.1,-13.7%
CCNC(=O)NC(=O)CSc1nnc(-c2c[nH]c3ccccc23)o1,-7.2%,i,6.0%,-4.4%,-35.7%[inhibitor],-0.4%,u,-5.9,-24.0%
COc1ccc(OC)c(/C=N\NC(=O)c2ccc(-c3ccccc3)cc2)c1,2.5%,i,4.1%,7.3%,-11.3%,1.5%,2.8%,-1.4,-24.1%
CCn1cc(C(=O)N2CCN(c3cc(C)ccc3C)CC2)c(=O)c2cc(S(=O)(=O)N3CCOCC3)ccc21,-0.2%,x,-0.5%,2.4%,-8.1%,x,-10.2%,x,-18.8%
O=S(=O)(c1ccccc1Oc1ccc(Cl)cc1Cl)N1CCCCC1,-11.2%,i,-1.0%,1.0%,7.8%,-2.3%,-12.1%,0.9,2.8%
Cc1c(C(=O)Nc2nccs2)oc2ccc(Br)cc12,-9.1%,i,10.5%,u,-14.1%,-1.8%,u,1.1,-22.4%
COc1ccc(Nc2c(-c3ccsc3)nc3nc(C)cc(C)n23)cc1,u,x,4.5%,-0.2%,-1.3%,x,2.7%,x,-21.5%
O=C(N1CCOCC1)N1CCC(n2nnc3cc(F)ccc32)CC1,17.6%,i,-0.1%,1.6%,-11.0%,0.9%,u,-5.1,-3.8%
Cc1cccc(NC(=O)Cn2cc(S(=O)(=O)c3ccc(F)cc3)c(=O)c3cc4c(cc32)OCO4)c1,3.7%,x,-0.9%,-1.0%,2.7%,x,4.0%,x,-7.3%
Cn1c(=O)c2c(nc(OCC3COC(C)(C)O3)n2Cc2ccccc2F)n(C)c1=O (stereo not given),u,x,-0.5%,-0.8%,-2.9%,0.7%,22.0%,-5.9,2.3%
Oc1ccc(/C=C/c2ccnc3ccccc23)cc1,-15.2%,i,u,u,-12.2%,1.2%,u,0.3,-27.8%
O=C(Cc1ccccc1)Nc1ccc(NC(=O)c2cccs2)cc1Cl,-2.2%,i,-0.4%,3.5%,11.0%,-7.1%,-13.4%,-0.8,-1.9%
Cc1cc(C)c2c(=O)[nH]c(SCc3ccccc3C)nc2n1,-0.9%,i,-0.3%,1.4%,11.4%,-5.2%,-0.8%,0.2,-18.6%
Cc1ccc(N(CC(=O)NCc2ccccc2)S(=O)(=O)c2c(C)noc2C)cc1,-4.8%,i,-0.2%,4.7%,4.4%,-3.1%,11.6%,1.3,-15.6%
CC(=O)Nc1ccc(NC(=O)c2ccc(N(Cc3ccccc3C)S(C)(=O)=O)cc2)cc1,3.7%,i,-0.7%,1.6%,10.1%,x,-22.3%,-1.1,-40.1%
CC(Sc1nc2ccccc2s1)C(=O)N1CCOCC1 (stereo not given),1.2%,i,3.3%,-2.5%,2.4%,0.0%,u,-2.2,-4.1%
Cc1ccc(C(C(=O)NC2CCCC2)N(Cc2ccc3c(c2)OCO3)C(=O)c2snc(C(N)=O)c2N)cc1 (stereo not given),-17.7%,i,3.2%,-2.0%,-5.1%,-0.9%,-9.3%,-0.3,-12.5%
COc1ccc(S(=O)(=O)Nc2ccc(NC(C)=O)cc2)cc1Br,10.2%,i,0.3%,-1.1%,-6.7%,-2.0%,3.2%,-0.8,-21.4%
COC(=O)CNC(=O)/C=C/c1ccc(OC)cc1,-15.2%,i,0.2%,-4.0%,0.5%,-5.6%,u,-2.7,-9.6%

# Quoted from the listing:
# `Cn1c(=O)c2c(nc(OCC3COC(C)(C)O3)n2Cc2ccccc2F)n(C)c1=O` (stereo not given) – HepG2 viability: 2.3%
# `Cc1ccc(C(C(=O)NC2CCCC2)N(Cc2ccc3c(c2)OCO3)C(=O)c2snc(C(N)=O)c2N)cc1` (stereo not given) – CCT modulator: -0.3

# Next compounds follow:
SMILES,TGFb SMAD3 inh,Akt phos inh,Nrf2 ARE act,A549 tox,Abeta rescue,MmCpn inh,Nrf2 inh,CCT modulator,HepG2 viability
CCn1c(O)c(C=NCc2ccccc2)sc1=S,-19.3%,i,4.2%,u,10.9%,5.2%,u,-1.0,-28.6%
O=C(Nc1ccc(O)c2c(=O)cc(-c3ccccc3Cl)oc12)c1ccc(F)cc1,-1.0%&-0.8%,i,-1.1%,-3.1%&3.4%,2.3%,1.2%,6.4%&20.2%,1.2,-1.0%&3.8%
Cc1cccc(OCCn2c(=O)sc3ccccc32)c1,-4.1%,i,6.8%,1.2%,19.2%,-12.2%,x,0.3,-19.0%
CC(C)c1ccccc1NC(=O)c1cccnc1,u,i,-0.8%,-8.1%,6.6%,-0.8%,-0.5%,-3.7,-7.1%
Cc1ccc(CCNCc2c(C(=O)O)c(C)n(-c3ccccc3)c2C)cc1,3.1%,i,-0.2%,2.9%,11.1%,0.3%,-12.6%,-4.2,-21.2%
O=S(=O)(c1ccc(F)cc1)c1nc(-c2ccco2)oc1Nc1ccccc1,-21.9%,i,17.4%,7.6%,4.8%,-6.2%,u,-2.4,-6.1%
COc1ccc(NC2CCCN(C(=O)c3ccc(C(C)=O)s3)C2)cc1 (stereo not given),4.2%,i,0.1%,1.5%,-6.5%,-0.1%,0.2%,1.4,4.3%
CCOc1ccc(Cl)cc1-c1cc(C(=O)NCc2ccccc2)[nH]n1,u,i,4.8%,x,-26.1%,x,x,2.6,-0.3%
CC(C)(O)C(O)COc1c2ccoc2cc2oc(=O)ccc12 (stereo not given),-10.5%,i,1.3%,-1.8%,-23.2%,0.5%,-4.2%,0.7,-38.5%
COc1ccccc1C(CNC(=O)c1oc2ccccc2c1C)N1CCCC1 (stereo not given),8.9%,i,2.5%,-6.3%,-6.5%,-0.2%,2.5%,2.2,-1.7%
CC(=O)N1CCN(Cc2nc3cc(NC(=O)c4cccc(Br)c4)ccc3n2C)CC1,7.1%,i,2.6%,-27.9%,7.9%,1.0%,u,-1.6,5.7%
Cc1ccc(Sc2oc(/C=N/n3cnnc3)cc2Br)cc1,-6.8%,i,24.1%,-3.4%,8.6%,-5.1%,10.0%,-2.5,-13.2%
c1ccc(-c2ccc(CN3C[C@@H]4C(c5ccccc5)C5(c6cccnc6)CC4(C5)[C@H]3c3ccccc3)cc2)cc1 (stereo not given in full),u,i,3.2%,1.4%,-3.6%,-1.0%,-27.2%,0.3,-20.4%
CCOc1ccccc1NC(=O)CSc1nnc(-c2ccccn2)n1Cc1ccco1,24.1%,i,0.2%,x,-3.6%,1.4%,u,-1.8,-18.7%
CC1SC(=NC(=O)c2ccncc2)NC1=O (stereo not given),0.3%,i,-0.1%,-1.0%,-7.6%,2.8%,8.2%,-0.2,1.6%
CS(=O)(=O)N(Cc1ccccc1)c1ccc(C(=O)NC2CCCCC2O)cc1 (stereo not given),3.0%,i,-0.2%,9.2%,8.1%,0.7%,u,1.0,2.3%
Cc1ccccc1-n1c(C)nnc1SCC(=O)N1CC(=O)Nc2ccccc21,-9.0%,i,-0.3%,-2.5%,1.2%,0.5%,9.1%,-0.5,-3.8%
C=CCCC(=O)N1C[C@H]2CON(C)[C@H]2C[C@H]1c1ccccc1Br,-7.7%,i,-0.1%,0.5%,-9.2%,x,-7.5%,-1.0,6.7%
COc1ccc(-c2cc(C(=O)NC3CC3)c3ccccc3n2)cc1,-0.1%,x,3.2%,0.9%,4.0%,-6.7%,7.1%,-1.2,-0.7%
COc1cccc(N(CC(=O)NCc2ccccc2)C(=O)CCC(=O)Nc2nccs2)c1,-6.1%,i,0.6%,-1.8%,11.1%,0.2%,-10.8%,-0.7,-1.5%

# No enrichment for hits. Share with any hit: about 4.3%.
